# RGS7-Gao = modulates binding of RGS7 to human Galphao; Multiplexed bead flow cytometry; actives lie on both sides; AID 1439; 0.35% of 220,000 active; binding response (% of control), % at 10 µM; in the data active means binding response below about 49% or above about 150%; inconclusive means no clear call, values can overlap the other calls; inactive means in between;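 further: fluorescent Galphao held in activated GDP-AlF4 state binding bead-coupled RGS7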
# Bim-Bcl-W = inhibitors of Bim-Bcl-W interaction, human. Q92843. bead-based flow cytometry, Bim peptide-Bcl-W binding. inhibition, % at 10 µM. 0.02% of 190,000 active. AID 952;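 further: 0% = bound tracer without compound and 100% = peptide blocker; higher means less fluorescent Bim peptide bound to Bcl-W beads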
# Bcl-B Bim block = disrupts Bim peptide binding to human Bcl-B; Q9HD36; bead-based flow cytometry; inhibition, % at 10 µM; 0.073% of 190,000 active;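 further: 0% = tracer peptide without compound and 100% = reference inhibitor peptide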
# Target sequence (Q9HD36 whole entry, looked up): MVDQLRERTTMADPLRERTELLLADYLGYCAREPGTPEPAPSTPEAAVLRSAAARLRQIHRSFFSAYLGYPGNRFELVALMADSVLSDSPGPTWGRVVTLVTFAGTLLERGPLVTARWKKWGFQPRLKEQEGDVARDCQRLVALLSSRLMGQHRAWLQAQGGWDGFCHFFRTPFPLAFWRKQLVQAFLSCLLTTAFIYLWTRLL
# Bcl-2 Bim block = disrupts Bim peptide binding to human Bcl-2; Bead-based flow cytometry, Bim peptide-Bcl-2 binding; P10415; inhibition, % at 10 µM; 0.06% of 190,000 active; in the data active means inhibition above about 40%; inconclusive means no clear call, values can overlap the other calls;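 further: 0% = no compound wells with probe peptide and 100% = reference peptide inhibitor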
# RGS8-Gao = regulators of human RGS8-Galphao interaction; P09471; multiplexed bead flow cytometry, RGS8-Galphao binding; actives lie on both sides; response (percent of control binding), % at 10 µM; 0.34% of 220,000 active; in the data active means response below about 60% or above about 140%; inactive means in between;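 further: Galphao activated as the GDP aluminium fluoride complex binding bead-coupled RGS8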
# ABCG2 inh = human ABCG2 inhibition, ABCB1 as counter-screen; IgMXP3 cells, JC-1 efflux, flow cytometry; inhibition, % at 6.6 µM; 0.1% of 190,000 active; AID 1325;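 active means inhibition above 80%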;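 further: 0% = DMSO and 100% = nicardipine control wells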
# Target sequence (Q9UNQ0 whole entry, looked up): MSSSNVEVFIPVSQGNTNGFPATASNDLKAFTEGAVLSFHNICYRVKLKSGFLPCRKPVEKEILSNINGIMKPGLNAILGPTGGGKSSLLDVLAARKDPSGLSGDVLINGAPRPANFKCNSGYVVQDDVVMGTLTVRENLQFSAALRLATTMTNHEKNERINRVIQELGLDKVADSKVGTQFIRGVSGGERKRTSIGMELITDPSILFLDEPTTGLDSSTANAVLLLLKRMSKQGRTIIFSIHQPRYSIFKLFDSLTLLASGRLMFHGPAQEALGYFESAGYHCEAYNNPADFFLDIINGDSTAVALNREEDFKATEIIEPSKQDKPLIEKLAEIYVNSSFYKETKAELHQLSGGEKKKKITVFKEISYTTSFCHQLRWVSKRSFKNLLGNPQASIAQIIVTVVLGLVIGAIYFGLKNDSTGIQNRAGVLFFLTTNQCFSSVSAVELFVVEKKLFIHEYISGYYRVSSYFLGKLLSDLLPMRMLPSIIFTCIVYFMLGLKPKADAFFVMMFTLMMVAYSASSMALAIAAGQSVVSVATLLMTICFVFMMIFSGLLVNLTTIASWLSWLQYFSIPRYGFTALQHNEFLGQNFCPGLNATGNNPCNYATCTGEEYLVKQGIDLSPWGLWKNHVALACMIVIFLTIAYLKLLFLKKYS
#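 Test system: IgMXP3 (ABCG2) plus far-red-tagged CCRF-Adr (ABCB1) cells / Amount: 3 million cells/mL in well / Reagent: JC-1 transporter substrate / Timing: 10 min compound exposure, 25 °C / Signal: flow cytometry, 530 nm JC-1 signal / Read-out: percent efflux inhibition, scaled nicardipine 100% to DMSO 0% / Benchmarks: nicardipine as high control, DMSO as low control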
# Bim-Bfl-1 = inhibitors of Bim-Bfl-1 interaction, human; Q16548; Bead-based flow cytometry, Bim-Bfl-1 binding inhibition; inhibition, % at 10 µM; 0.12% of 190,000 active;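 further: 0% = wells without compound plus tracer and 100% = blocker peptide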
# ABCB1 inh = blocks JC-1 efflux by human ABCB1 transporter; inhibition, % at 6.6 µM; AID 1326; P08183; CCRF-Adr cells, flow cytometry; 0.067% of 190,000 active; in the data active means inhibition above about 40%;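 further: 0% = vehicle and 100% = reference inhibitor; higher value means more JC-1 retained so stronger ABCB1 efflux block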
# Bcl-XL Bim block = disrupts Bim peptide binding to human Bcl-XL. inhibition, % at 10 µM. AID 1007. Q07817. bead flow cytometry, fluorescence. 0.04% of 190,000 active
# Target sequence (Q07817 whole entry, looked up): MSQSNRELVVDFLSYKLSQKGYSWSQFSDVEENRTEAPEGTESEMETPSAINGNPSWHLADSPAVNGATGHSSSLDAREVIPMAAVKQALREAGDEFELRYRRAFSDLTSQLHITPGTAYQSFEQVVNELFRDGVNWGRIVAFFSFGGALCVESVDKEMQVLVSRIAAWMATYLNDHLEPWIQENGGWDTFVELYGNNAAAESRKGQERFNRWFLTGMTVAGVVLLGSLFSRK
# RGS4-Gao reg = human RGS4-Galphao interaction regulation | P09471 | Multiplexed bead flow cytometry, RGS4-Galphao binding; actives lie on both sides | binding response (% of control), % at 10 µM | 0.33% of 220,000 active | AID 1415; in the data active means binding response below about 49% or above about 150%; inactive means in between;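 further: fluorescent Galphao activated with aluminum fluoride binding bead-coupled RGS4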
# GSH fluor = compound fluoresces at 488/530 nm on GSH beads; GSH beads flow cytometry, compound fluorescence 488/530 nm; stronger effect = higher value; fluorescence (KMESF) at 10 µM; 0.25% of 190,000 active; AID 1776; in the data active means fluorescence above about 89;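 further: glutathione beads carrying GST-tagged Bcl family fusion proteins plus one bare bead set; values are compound well signal with DMSO vehicle wells as background; inactives centre near 16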
# Active calls of the source: *; ? = inconclusive; . = not tested or not shown; [ ] = dose if it differs, or a comment. Unless noted, no stated cut-off is given here; in the data, active means inhibition above about 40%. Rows are unselected; overall some 1.1% were active at least once.
SMILES,RGS7-Gao,Bim-Bcl-W,Bcl-B Bim block,Bcl-2 Bim block,RGS8-Gao,ABCG2 inh,Bim-Bfl-1,ABCB1 inh,Bcl-XL Bim block,RGS4-Gao reg,GSH fluor
COc1ccc(OCc2nnc(SCC(N)=O)n2N)cc1,98,-7,-2,0,100,0,-1,-0.1,-4,100,20
CC(C)(C)NC(=O)CN(C(=O)C1CSC(=O)C1)c1ccc2c(c1)OCCO2 (stereo not drawn),102,1,-6,-7,104,-4,-13,0.6,-2,103,34
CC(C)(C)C(=O)NC(=S)Nc1ccc(Cl)c(C(=O)O)c1,?,-4,-6,-6,100,4,-7,0.1,-2,99,16
Cc1ccc(C)c(SCC(=O)NC(=O)Nc2ccc3c(c2)OCCO3)c1,102,-4,-4,-2,101,11,-1,-2.9,-2,104,23
O=C(c1cccs1)N1CCN(S(=O)(=O)c2ccc(F)cc2)CC1,104,0,-2,0,100,5,-3,1.3,-3,103,12
COc1ccc(S(=O)(=O)N2CCOC2CNC(=O)C(=O)NCCc2ccc(OC)c(OC)c2)cc1C (stereo not drawn),98,-3,-10,-4,101,2,-2,0.5,-9,99,10
CNC(=O)Nc1ccccc1C(=O)NCc1ccccc1,98,-1,0,2,101,2,0,0.2,0,100,12
CNS(=O)(=O)c1cccc(C(=O)Nc2cccc(Cl)c2)c1,101,0,2,0,100,4,-1,0.5,2,101,18
C/C(=N\NC(=O)c1c(C)nc2ccccn12)c1cccc([N+](=O)[O-])c1,?,-5,-6,-5,101,33,-8,1.2,-5,101,14
COc1ccc(C(c2nnnn2C2CCCCC2)N2CCN(C)CC2)c(OC)c1 (stereo not drawn),100,0,-3,-5,100,1,-2,-0.9,-1,101,15
O=C(Nc1ncnc2sc3c(c12)CCCCC3)c1ccc(F)cc1,96,-4,-9,-7,100,42,-11,0.4,-8,94,36
CCN(CC)c1ccc(C2C3CCCCC3(O)CCN2CC(=O)N2CCCCC2)cc1 (stereo not drawn),100,1,-2,0,99,4,-5,0.8,1,102,52
CS(=O)(=O)N(CC(=O)O)c1ccc2c(c1)OCO2,101,-2,-1,0,100,2,-1,0.8,-2,98,14
O=C(COc1ccccc1C(=O)NCc1ccccn1)Nc1ccc(Br)cc1,93,-2,-4,-4,90,3,-7,0.8,-1,95,16
CCn1c(CNc2ccccc2Cl)nnc1SCC(=O)NCc1ccccc1,99,1,-9,-7,99,19,-14,1.2,-2,98,25
CC1(C)CC(=O)C(=C2SCCCS2)C(=O)C1,95,.,.,?,100,3,.,1.8,.,98,156*
O=C1CCN(Cc2nc(-c3ccc(Cl)cc3)no2)CCN1,100,-8,-12,-4,99,5,-9,-0.6,-6,99,15
COc1cccc(C(=O)N2CCSC2=S)c1,100,0,-4,-2,100,0,-14,-0.5,-2,100,17
CCn1c(CSc2nc(C)cc(C)n2)nnc1SCC(=O)Nc1ccccc1,109,7,-5,-4,104,5,-11,1.5,-15,102,63
O=C(CSc1nc2ccccc2[nH]1)Nc1ccc(F)cc1,100,1,-2,-2,106,3,-7,0.5,0,106,12
CCOCCCNC(=O)c1ccc2c(c1)OCO2,97,0,3,-3,98,0,0,0.0,-1,102,20
CCSC(C)CC1C/C(=N/O)c2c(CC)noc2C1 (stereo not drawn),103,0,2,-3,102,2,0,0.7,0,102,6
CCn1cc(CNC(=O)CCc2nnc(CCC3CCCCC3)o2)cn1,111,-2,-1,5,97,1,0,0.3,-1,105,9
COc1ccc(C)cc1NC(=O)NC(C)c1ccncc1 (stereo not drawn),101,0,-2,0,101,3,-3,0.6,-1,102,11
CCOC(=O)CC(NC(=O)CCc1c(C)nc2nc(C)nn2c1C)c1ccc(OC(C)C)cc1 (stereo not drawn),98,0,8,6,102,8,7,0.1,0,98,19
# Other results.
SMILES,RGS7-Gao,Bim-Bcl-W,Bcl-B Bim block,Bcl-2 Bim block,RGS8-Gao,ABCG2 inh,Bim-Bfl-1,ABCB1 inh,Bcl-XL Bim block,RGS4-Gao reg,GSH fluor
O=C(CSc1nnc(-c2cccnc2)n1Cc1ccccc1)N1CCOCC1,107,0,0,-5,104,2,-2,0.5,-3,116,14
O=C(Cc1ccccc1)Nc1nnc(-c2cccc([N+](=O)[O-])c2)s1,102,-4,-10,-8,100,6,-9,-0.1,-6,100,15
O=S1(=O)CC(O)C(Nc2ccccc2)C1 (stereo not drawn),102,0,-8,-7,102,6,-18,0.8,-8,103,26
O=C(Cn1c(=O)oc2ccccc21)Nc1nc(-c2ccc(Br)cc2)cs1,102,-5,2,15,102,-10,14,-1.2,-2,101,10
FC(F)(F)c1ccc(NC2=NCCC2)cc1,103,3,-3,0,102,2,-2,0.7,-1,106,12
COc1ccc(C2(CNC(=O)Cc3ccc(OC)c(OC)c3)CCOCC2)cc1,99,-2,2,-1,97,1,0,0.1,-3,99,15
Cc1sc(N)c(C(=O)c2ccccc2)c1C,253*[activator],3,-12,0,87,0,5,-0.1,-4,126,10
CCOc1ccc(C(=O)NC2CCN(C(=S)Nc3ccccc3C)CC2)cc1,99,-3,-8,-6,106,1,-11,0.1,-5,103,17
CCn1c(SCC(=O)Nc2ccc(NC(=O)c3cccs3)cc2)nnc1-c1cccnc1,97,4,-11,-9,98,-1,-12,-0.3,-6,95,13
CCOC(=O)c1nc(Nc2ccccc2C)c2ccccc2n1,115,-2,-2,5,103,17,-5,0.5,2,107,22
COc1ccc(OCC(=O)N/N=C/c2ccc(OC)c(OC)c2C(=O)O)cc1,111,10,9,12,117,2,12,-0.1,19,110,15
O=C(COC(=O)c1cccs1)Nc1cccc(S(=O)(=O)N2CCOCC2)c1,103,-6,-12,-3,99,5,-9,0.0,-12,103,19
CCOc1ccc(C)cc1S(=O)(=O)Nc1ccc(Cl)cn1,101,4,-1,-3,101,-1,-4,0.0,0,103,11
O=C(NCCC1=CCCCC1)C(=O)NCc1ccccc1Cl,104,3,0,-1,100,1,-5,0.5,2,103,76
COc1ccccc1CC(=O)Nc1ccc(-c2nnc(-c3ccco3)o2)cc1,105,-1,0,3,102,14,2,2.2,4,104,10
C=CCOc1ccc(C2/C(=C(\O)c3c(C)[nH]c(C(=O)OC)c3C)C(=O)C(=O)N2CCN(C)C)cc1 (stereo not drawn),105,0,-9,-8,104,5,-13,0.8,-6,107,46
CCN(C(=O)CC(C)C)c1nnc(Cn2nnc3ccccc32)s1,101,-2,-5,-1,103,1,0,0.6,-4,99,13
CN(C)CCCSc1nc2ccccc2s1,100,-2,-8,-1,104,6,6,0.7,-2,102,71
Cn1cc(CN2CCC(O)CC2)c(-c2ccc(Oc3ccccc3)cc2)n1,100,0,-5,-2,97,1,-3,-0.1,1,97,10
Cc1cc(Oc2ccc(=O)n(C)n2)nc(SCc2ccccc2)n1,100,-2,-3,-2,101,1,-2,0.0,-1,97,16
CC(=Nc1cccc(O)c1)c1sc2ccccc2c1O,95,-1,-7,-11,100,1,-8,-0.4,5,99,24
CC(C)C(=O)NC(=S)Nc1ccccc1C(=O)NC1CCCCC1,104,-3,-22,-6,102,1,-2,0.0,-10,101,19
CCC1(C)NC(=O)N(CC(=O)Nc2sc3c(c2C(=O)OC)CCCCC3)C1=O (stereo not drawn),103,-4,-7,-5,102,3,-1,0.6,-10,102,11
O=C(NC(=S)Nc1ccc(N2CCOCC2)c(Cl)c1)C(c1ccccc1)c1ccccc1,92,-2,-9,-3,104,3,-1,0.1,0,98,13
O=C1CC(C(=O)N(c2cccc(F)c2)C(C(=O)NC2CCCC2)c2ccccn2)CS1 (stereo not drawn),102,-2,-3,-2,100,1,-5,0.5,-3,102,69
# More structures follow.
SMILES,RGS7-Gao,Bim-Bcl-W,Bcl-B Bim block,Bcl-2 Bim block,RGS8-Gao,ABCG2 inh,Bim-Bfl-1,ABCB1 inh,Bcl-XL Bim block,RGS4-Gao reg,GSH fluor
O=C(NCc1ccccn1)c1cc(-c2ccc(Cl)cc2)nc2ccccc12,96,-3,-7,0,100,1,-1,0.8,-5,99,10
COC(=O)CCC(=O)NN1C(=O)c2ccccc2C1=O,107,5,0,1,107,-3,-3,-0.7,0,112,15
O=C(NC(=S)N1CCN(Cc2ccccc2)CC1)c1cccnc1,86,-1,-9,-3,95,1,-4,1.0,-4,92,25
N=c1oc2ccccc2cc1-c1nc2ccccc2c(=O)[nH]1,101,1,-1,0,108,-2,-5,-2.3,-3,105,21
COc1ccc(N2CCN(C(CNC(=O)c3ccco3)c3cccnc3)CC2)cc1 (stereo not drawn),101,1,-1,0,101,1,-4,0.4,0,98,14
CCCCn1c(=O)[nH]c(=O)c2c1nc(-c1ccc3ccccc3c1)n2CC,?,-3,-6,-3,102,35,-6,1.0,-3,101,16
O=S(=O)(c1ccc(NC(=S)NCc2ccco2)cc1)N1CCCC1,100,-3,-13,-1,101,4,2,-0.1,-7,102,9
O=C(O)c1ccccc1-c1ccccc1C(=O)Nc1nccs1,102,0,0,-3,102,17,-1,0.8,-1,105,23
CN(CCc1ccccn1)Cc1ccc(Cl)cc1Cl,102,1,-9,-12,102,7,-17,-0.1,-9,97,35
Cc1cc(NC(=O)C2(c3ccccc3)CCCC2)no1,135,1,2,0,113,1,0,0.5,0,136,16
Cc1nc(SCCC(C)C)c([N+](=O)[O-])[nH]1,104,0,-3,-5,110,1,-1,0.1,-2,108,11
O=C(NC(NC(=S)Nc1ccccc1)C(Cl)(Cl)Cl)c1cccc(Cl)c1 (stereo not drawn),102,-2,-4,-2,101,4,0,0.2,-3,103,22
CC(C)CCN(CCC(C)C)C/C(O)=C(\C#N)c1nc(-c2ccccc2)cs1,105,-2,-9,-8,105,1,-11,0.3,-26,104,38

# Sorted by formula weight (smallest number first): 3 of the compounds above.
SMILES,RGS7-Gao,Bim-Bcl-W,Bcl-B Bim block,Bcl-2 Bim block,RGS8-Gao,ABCG2 inh,Bim-Bfl-1,ABCB1 inh,Bcl-XL Bim block,RGS4-Gao reg,GSH fluor
Cc1cc(NC(=O)C2(c3ccccc3)CCCC2)no1,135,1,2,0,113,1,0,0.5,0,136,16
CCCCn1c(=O)[nH]c(=O)c2c1nc(-c1ccc3ccccc3c1)n2CC,?,-3,-6,-3,102,35,-6,1.0,-3,101,16
CC(C)CCN(CCC(C)C)C/C(O)=C(\C#N)c1nc(-c2ccccc2)cs1,105,-2,-9,-8,105,1,-11,0.3,-26,104,38

# Random excerpt: 5 records from the list.
SMILES,RGS7-Gao,Bim-Bcl-W,Bcl-B Bim block,Bcl-2 Bim block,RGS8-Gao,ABCG2 inh,Bim-Bfl-1,ABCB1 inh,Bcl-XL Bim block,RGS4-Gao reg,GSH fluor
COc1ccc(N2CCN(C(CNC(=O)c3ccco3)c3cccnc3)CC2)cc1 (stereo not drawn),101,1,-1,0,101,1,-4,0.4,0,98,14
CC(C)CCN(CCC(C)C)C/C(O)=C(\C#N)c1nc(-c2ccccc2)cs1,105,-2,-9,-8,105,1,-11,0.3,-26,104,38
O=C(NC(=S)N1CCN(Cc2ccccc2)CC1)c1cccnc1,86,-1,-9,-3,95,1,-4,1.0,-4,92,25
COC(=O)CCC(=O)NN1C(=O)c2ccccc2C1=O,107,5,0,1,107,-3,-3,-0.7,0,112,15
O=C(NC(NC(=S)Nc1ccccc1)C(Cl)(Cl)Cl)c1cccc(Cl)c1 (stereo not drawn),102,-2,-4,-2,101,4,0,0.2,-3,103,22

# Source: PubChem BioAssay (NMMLSC)
